# Compound activity deposited in PubChem BioAssay by several laboratories.
# CDK5 p35 inh – blocks human CDK5/p35 kinase activity; 330,000 tested, 0.01% active; AID 488839; Recombinant CDK5/p35, ADP-Glo luminescence, 60 min; inhibition, % at 10 µM; Q00535+Q15078;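 active means highest replicate inhibition of at least 50% and at least 75% of replicates reaching 50%; inconclusive means only one of the two criteria met; inactive means both criteria failed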;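 further: plate controls were DMSO neutral control for no effect and GW8510 at 10 µM for full effect; many of its hits are not listed in these tables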
# PvdQ inh – blocks Pseudomonas aeruginosa PvdQ acylase activity. inhibition, % at 10 µM. AID 488965. purified PvdQ acylase, fluorescence plate reader. 340,000 tested, 0.063% active; in the data active means inhibition above about 30%, passing the limit was not always enough; inconclusive means no clear call, values can overlap the other calls;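 further: 0% = vehicle neutral wells and 100% = reference inhibitor wells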
# Rtt109 HAT inh – C. albicans Rtt109 histone acetyltransferase inhibition | purified Rtt109/Vps75, ThioGlo CoA-SH fluorescence, 4 h | inhibition, % at 34.9 µM | 330,000 tested, 0.16% active | AID 540336;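 active means inhibition of at least 50% in every replicate; inconclusive means best replicate reaches 50% inhibition but some replicates fall short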
# Target sequence (Q5AAJ8 whole entry, looked up): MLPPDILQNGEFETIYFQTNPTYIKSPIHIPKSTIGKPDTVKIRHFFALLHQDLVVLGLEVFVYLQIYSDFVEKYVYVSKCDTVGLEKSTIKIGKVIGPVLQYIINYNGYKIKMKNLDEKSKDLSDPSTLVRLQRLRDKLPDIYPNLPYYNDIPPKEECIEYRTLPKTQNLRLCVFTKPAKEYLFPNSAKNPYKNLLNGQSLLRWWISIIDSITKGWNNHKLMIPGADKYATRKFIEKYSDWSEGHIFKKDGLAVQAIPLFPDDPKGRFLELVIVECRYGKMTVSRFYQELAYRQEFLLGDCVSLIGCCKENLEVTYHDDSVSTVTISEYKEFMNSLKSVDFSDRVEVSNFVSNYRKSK
# cardiac RTF act – cardiac RTF calcium sensitization; IANBD-labeled TnC RTF fluorescence at EC20 calcium; 0% EC20 calcium, 100% full calcium; activation, % at 7.2 µM; 340,000 tested, 0.24% active;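 active means activation above the mean over all tested compounds plus 3 SD, cut at about 30% in these data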;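 further: rise in fluorescence read as greater calcium sensitivity of cardiac thin filaments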
# SR-BI DiI inh – inhibitors of mouse SR-BI mediated HDL lipid uptake. Q61009. ldlA[mSR-BI] CHO cells, DiI-HDL uptake fluorescence, 3 h. inhibition, % at 12.5 µM. 320,000 tested, 0.96% active. AID 488896;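 active means mean replicate inhibition of at least 70% and a set share of replicates each scoring 70 or more; inconclusive means meets just one of the two criteria; inactive means fails both criteria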;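 further: 0% = median of neutral control wells and 100% = median of positive control wells; values of inactives mirror those of a sister screen read the other way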
# SR-BI uptake up – activators of SR-BI mediated HDL lipid uptake; CHO ldlA[mSR-BI] cells, DiI-HDL uptake fluorescence, 3 h; 100 = double the neutral-control signal; activation, % at 12.5 µM; 320,000 tested, 0.096% active; AID 504775;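 active means mean replicate activation of at least 60% and every replicate at or above 60%; inconclusive means mean or all-replicate condition met, but not both; inactive means mean below 60% and not all replicates reaching 60%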;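 further: 0% = median plate neutral-control signal and 100% = twice that signal; values of inactives mirror those of a sister screen read the other way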
#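 Test system: SR-BI-overexpressing, LDLR-lacking CHO cells; Medium: Ham's F12 with 0.5% BSA, HEPES 25 mM, pH 7.4; Schedule: 3 h, 37 °C; Technique: bottom-read fluorescence, 550/595 nm.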
# Wnt bcat act – activators of Wnt/beta-catenin signaling; Wnt/beta-catenin reporter cell assay, activator, plate reader; activation, % at 9.35 µM; 300,000 tested, 1.2% active; AID 743398; in the data active means activation above about 30%, passing the limit was not always enough; inconclusive means no clear call, values can overlap the other calls;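 further: 0% = neutral control wells and 100% = positive control wells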
# MITF act – increases MITF-driven TRPM1 promoter luciferase signal | 300,000 tested, 0.75% active | activation, % at 12.5 µM | SK-MEL-5 TRPM1-promoter luciferase, 24 h; % of positive control, neutral wells = 0;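 active means mean activation of at least 80% with every replicate also reaching 80%; inconclusive means mean reaches 80% but some replicate falls short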;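 further: 0% = neutral control wells and 100% = parthenolide positive control wells; values of inactives mirror those of a sister screen read the other way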
# HTR5A ag ctr – activates human HTR5A in OPRM1-OPRD1 agonist counter-screen; HTR5A agonist assay, luminescence, cell-based; activation, % at 9.3 µM; 340,000 tested, 0.61% active; AID 504692; in the data active means activation mostly above about 9.5%, no sharp cut-off; inactive means mostly below about 7.6%;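 further: 0% = cells with vehicle only and 100% = reference agonist; strong numbers were not always called active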
# Target sequence (P47898 whole entry, looked up): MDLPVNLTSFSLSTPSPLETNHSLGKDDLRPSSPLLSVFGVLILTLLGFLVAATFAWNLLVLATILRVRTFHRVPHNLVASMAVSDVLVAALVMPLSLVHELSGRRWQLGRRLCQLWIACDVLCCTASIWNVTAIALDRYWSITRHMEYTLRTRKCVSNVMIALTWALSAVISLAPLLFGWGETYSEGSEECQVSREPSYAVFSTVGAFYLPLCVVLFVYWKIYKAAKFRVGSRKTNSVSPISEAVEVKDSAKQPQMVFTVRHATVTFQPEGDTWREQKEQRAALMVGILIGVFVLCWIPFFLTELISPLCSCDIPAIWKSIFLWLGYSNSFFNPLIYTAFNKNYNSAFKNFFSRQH
# dFosB activator – mouse delta FosB homodimer activation; 340,000 tested, 0.99% active; activation, % at 25 µM; purified delta FosB, TAMRA-CDK5 oligo fluorescence polarization; percent of positive-control signal above neutral wells; P13346; AID 493131;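 active means mean activation above about 17%, with every replicate also reaching it, limit read from the data, passing the limit was not always enough; inconclusive means only one of the two conditions met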;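 further: fluorescence polarization rise as delta FosB binds a TAMRA Cdk5 AP-1 oligo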
# Target sequence (P13346 whole entry, looked up): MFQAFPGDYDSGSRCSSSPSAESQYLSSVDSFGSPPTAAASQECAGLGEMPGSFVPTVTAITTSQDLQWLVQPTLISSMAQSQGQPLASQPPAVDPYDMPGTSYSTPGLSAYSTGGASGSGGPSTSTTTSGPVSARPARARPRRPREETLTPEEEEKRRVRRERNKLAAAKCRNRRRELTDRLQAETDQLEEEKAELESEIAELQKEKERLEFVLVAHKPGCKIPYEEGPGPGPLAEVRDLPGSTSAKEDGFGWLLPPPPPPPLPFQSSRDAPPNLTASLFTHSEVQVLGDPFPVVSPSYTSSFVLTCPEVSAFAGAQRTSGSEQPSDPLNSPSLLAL
# * hit, by the source's call; ? = inconclusive; · = not tested or not shown.
# Start of the data: the first ten records (preview)
SMILES,CDK5 p35 inh,PvdQ inh,Rtt109 HAT inh,cardiac RTF act,SR-BI DiI inh,SR-BI uptake up,Wnt bcat act,MITF act,HTR5A ag ctr,dFosB activator
Cc1ccc(CSC2=Nc3ccccc3C3=NC(CCC(=O)NCc4ccco4)C(=O)N23)cc1 (stereo not drawn),-1.0,-4,2,4,-53,53,10,·,-2,-4
Cc1ccc(/C(O)=C/C(=O)C(=O)NNC(=O)C(O)(c2ccccc2)c2ccccc2)cc1,2.6,2,·,2,22,-22,·,-17,5,-13
COc1cccc(NC(=S)N(CCN(C)C)C(C)c2ccco2)c1 (stereo not drawn),1.1,10,2,3,-9,9,·,-10,-1,-1
CC(C)CCN1C(N(C)C)=NC[C@@H]1C,-0.3,6,5,0,-16,16,-1,6,0,2
N#Cc1ccccc1CN1C(=O)NC(Cc2c[nH]c3ccccc23)C1=O (stereo not drawn),1.3,8,15,-3,5,-5,-4,1,8,-1
Cc1cccc(N2C(=O)CN(Cc3ccccc3)C2=S)c1,1.3,-15,3,6,3,-3,1,-1,0,-8
O=C(COc1ccc2ccccc2c1)NNC(=O)Nc1ccc(F)cc1F,0.6,-5,-3,-3,-23,23,-3,-17,4,2
CCOC(=O)c1c(C)nc2c(C)cccn12,1.9,-19,-7,-2,-18,18,2,1,7,4
COc1ccc(-c2cc(C(F)(F)F)nc(SCC(=O)NCc3ccco3)n2)cc1OC,-0.4,-2,6,0,81*,-81,-5,10,1,-5
CN(C)C=NC(=O)c1cc(C(=O)c2ccc(C(C)(C)C)cc2)c[nH]1,3.0,2,-10,2,0,0,15,86*,0,-9

# Main list, from the start:
SMILES,CDK5 p35 inh,PvdQ inh,Rtt109 HAT inh,cardiac RTF act,SR-BI DiI inh,SR-BI uptake up,Wnt bcat act,MITF act,HTR5A ag ctr,dFosB activator
Cc1ccc(CSC2=Nc3ccccc3C3=NC(CCC(=O)NCc4ccco4)C(=O)N23)cc1 (stereo not drawn),-1.0,-4,2,4,-53,53,10,·,-2,-4
Cc1ccc(/C(O)=C/C(=O)C(=O)NNC(=O)C(O)(c2ccccc2)c2ccccc2)cc1,2.6,2,·,2,22,-22,·,-17,5,-13
COc1cccc(NC(=S)N(CCN(C)C)C(C)c2ccco2)c1 (stereo not drawn),1.1,10,2,3,-9,9,·,-10,-1,-1
CC(C)CCN1C(N(C)C)=NC[C@@H]1C,-0.3,6,5,0,-16,16,-1,6,0,2
N#Cc1ccccc1CN1C(=O)NC(Cc2c[nH]c3ccccc23)C1=O (stereo not drawn),1.3,8,15,-3,5,-5,-4,1,8,-1
Cc1cccc(N2C(=O)CN(Cc3ccccc3)C2=S)c1,1.3,-15,3,6,3,-3,1,-1,0,-8
O=C(COc1ccc2ccccc2c1)NNC(=O)Nc1ccc(F)cc1F,0.6,-5,-3,-3,-23,23,-3,-17,4,2
CCOC(=O)c1c(C)nc2c(C)cccn12,1.9,-19,-7,-2,-18,18,2,1,7,4
COc1ccc(-c2cc(C(F)(F)F)nc(SCC(=O)NCc3ccco3)n2)cc1OC,-0.4,-2,6,0,81*,-81,-5,10,1,-5
CN(C)C=NC(=O)c1cc(C(=O)c2ccc(C(C)(C)C)cc2)c[nH]1,3.0,2,-10,2,0,0,15,86*,0,-9
Cc1cc(C(=O)NC2CCCCC2)c2cc(F)ccc2n1,-1.5,5,4,-3,0,0,-1,5,3,7
CC(C)NC(=S)NC(=O)c1ccc(Cl)cc1Cl,0.8,-8,-4,6,-11,11,·,-9,4,-4
CC(C)N(CC#CCC1(O)c2ccccc2-c2ccccc21)CCO,-1.0,-10,-12,-1,-25,25,0,-19,3,-4
O=C1C2C3C=CC(CC3)C2C(=O)N1c1ccccc1 (stereo not drawn),0.8,0,7,-3,-17,17,1,-13,4,8
O=C(C1CC1)N1CCc2cc(Br)cc(S(=O)(=O)NCCN3CCOCC3)c21,0.1,-16,0,5,-2,2,·,-8,0,0
COc1ccc(NC(=O)N(C)C[C@H]2Oc3ccc(NC(=O)Nc4c(C)noc4C)cc3C(=O)N([C@H](C)CO)C[C@H]2C)cc1,-0.6,-14,-2,4,-9,9,0,2,-3,-11
CC(C)(C)NC(=O)NC(=O)COC(=O)c1cccc(F)c1,0.1,-1,·,-3,-10,10,-6,1,-2,-5
O=C(c1ccccc1O)N1CCOCC1,-0.6,-16,-5,0,·,·,4,-1,0,2
Cc1cc(C)nc(Nc2n[nH]c(-c3ccc(C(C)(C)C)cc3)n2)n1,-4.5,-22,3,6,108*,-108,3,20,2,1
CN(c1ccccc1)S(=O)(=O)c1ccc(C(=O)NCC(c2ccco2)N2CCCCC2)cc1 (stereo not drawn),-0.7,-7,1,-3,-25,25,-3,1,-2,-8
COc1ccccc1OCCOc1ccc(/C=C2\C(=N)N3N=C(C)SC3=NC2=O)cc1,-1.4,-17,-7,-2,17,-17,-1,·,-1,-12
O=C1C=C(N2CCCCCC2)C(=O)N1c1ccc(Cl)cc1,0.7,-16,-3,5,-2,2,0,77,-3,-11
Cc1cc(C)cc(N2C(=O)C=CC2=O)c1,1.2,5,1,5,-7,7,0,-50,3,-2
CC(C)C(OC(=O)c1nsc(Cl)c1Cl)C(=O)NC(C)(C)C (stereo not drawn),-0.7,-11,-2,6,-2,2,-1,1,2,-12
O=C(NCc1ccccc1Cl)C1CC(=O)N(Cc2ccccc2)C1 (stereo not drawn),0.7,3,11,7,-6,6,13,-6,3,-6

# (next part)
SMILES,CDK5 p35 inh,PvdQ inh,Rtt109 HAT inh,cardiac RTF act,SR-BI DiI inh,SR-BI uptake up,Wnt bcat act,MITF act,HTR5A ag ctr,dFosB activator
Cn1c(=O)c2c(ncn2CC(=O)Nc2nc(-c3ccccc3Cl)cs2)n(C)c1=O,0.0,-19,8,-1,·,·,·,·,·,-1
Cc1ccc(S(=O)(=O)c2nc(Cc3ccccc3)oc2N2CCOCC2)cc1,-1.4,-5,-2,-4,-22,22,23,3,-1,-6
CCOC(=O)c1c(NC(=O)c2cccnc2)sc(C)c1C,-0.1,-3,-7,-1,27,-27,·,21,-2,2
Cc1cc(-c2ccccc2)nc(Oc2ccc(C(C)(C)C)cc2)c1S(C)(=O)=O,0.8,-12,11,-1,38,-38,·,3,6,-4
Cc1occc1-c1nnc(SCC(=O)O)n1-c1ccccc1,-0.1,-13,1,1,16,-16,3,2,1,-7
Nc1cc(=O)[nH]c(SCC(=O)N2CCCc3ccccc32)n1,-0.4,-5,10,-2,17,-17,·,-5,-6,3
CCN1CCN(C(CNS(=O)(=O)c2ccc(OC)cc2)c2cccnc2)CC1 (stereo not drawn),-0.7,10,25,8,-20,20,-1,·,1,-4
O=C(CN1C(=O)S/C(=C\c2ccccc2F)C1=O)Nc1ccccc1O,0.3,-5,-1,3,-19,19,1,14,0,-14
Cc1cccc(-n2ncc3c2CCCC3NC(=O)CCN2Cc3ccccc3C2=O)c1C (stereo not drawn),-6.1,-9,10,-3,30,-30,0,-11,1,-7
Cc1ccc(CNC(=O)c2ccc(N3CCC4(CC3)CC(c3ccccc3)=NO4)c(NC(=O)c3ccco3)c2)cc1,1.6,-10,7,-3,39,-39,-3,9,0,-10
Cc1ccc(C2=CC(c3ccccc3)n3ncnc3N2)cc1 (stereo not drawn),1.9,-11,-4,11,-3,3,2,12,5,4
Cc1cc(O)ccc1Nc1nc(-c2sc(N)nc2C)cs1,0.5,-8,17,4,-10,10,3,17,-1,-15
CCOP(=O)(OCC)c1nc(/C=C/c2ccccc2)oc1NCc1ccccc1,-1.4,-80,6,-5,26,-26,·,-16,2,-16
CC(=O)N1CCc2cc(S(=O)(=O)NC3CCCc4ccccc43)ccc21 (stereo not drawn),1.7,9,-5,-3,30,-30,·,-9,1,0
O=C(O)CC(Cc1ccc(Cl)cc1)C(=O)Nc1ccc([N+](=O)[O-])cc1 (stereo not drawn),0.7,0,·,0,-21,21,12,-9,-3,0
Cc1cc(C(=O)N/N=C/c2ccc(-c3ccccc3Cl)o2)n[nH]1,0.8,5,-10,2,-10,10,3,29,3,13
CC(=O)c1ccc(NS(=O)(=O)c2cc3c(cc2C)N(C)CCO3)cc1,0.5,-2,1,0,-28,28,1,-3,2,-3
Cc1c(C(=O)NCc2ccccc2)oc2ccc(S(=O)(=O)N3CCCC3)cc12,-1.1,-1,-1,2,37,-37,-3,2,10,-4
O=c1c(-c2ccccc2)nnc2sc(COc3ccc(Br)cc3)nn12,0.6,10,?,-2,-11,11,3,-1,4,-3
CC(C)(C)c1cc(CN2CCOCC2)c(C(=O)O)o1,0.7,-3,-6,13,2,-2,·,1,0,-6
COC(=O)C1CC2=C(CCC2=O)N(c2ccccc2)C1=O (stereo not drawn),0.1,-10,-5,-5,-3,3,-1,9,-2,5
CC1(OC(=O)C2CCCC2)C(=O)C=C2C=C(c3ccsc3)N(Cc3ccco3)C=C2C1=O (stereo not drawn),0.3,2,-5,-4,-13,13,·,·,10,5
NC(=O)C1CCN(C(=O)c2cc(S(=O)(=O)N3CCOCC3)ccc2Cl)CC1,-1.7,-4,6,13,4,-4,-1,-4,-1,6
COc1ccccc1NC(=S)NC(=O)c1ccc(Cn2cc(Br)cn2)cc1,-5.0,-9,11,0,43,-43,-3,5,13*,-4
O=C(Nc1cccnc1)c1ccc([N+](=O)[O-])s1,1.2,-13,0,0,-9,9,-1,-77,3,0

# The results go on.
SMILES,CDK5 p35 inh,PvdQ inh,Rtt109 HAT inh,cardiac RTF act,SR-BI DiI inh,SR-BI uptake up,Wnt bcat act,MITF act,HTR5A ag ctr,dFosB activator
Cc1sc2nc(CN3CCOCC3)nc(NS(=O)(=O)c3ccccc3)c2c1C,-3.9,-3,-10,7,-22,22,·,3,3,-2
COc1ccc(CCNC(=O)C2CCC(=O)N(C3CCCCCC3)C2)cc1 (stereo not drawn),-1.9,-14,8,2,2,-2,-7,3,-1,-6
Cc1c(C(=O)NC(=S)Nc2ccc(NC(=O)c3cccs3)cc2)oc2ccccc12,3.3,-8,1,-2,50,-50,-9,-8,4,9
COc1ccc(C(c2oc(CO)cc(=O)c2O)c2oc(CO)cc(=O)c2O)cc1OC,0.0,-11,5,0,-15,15,-2,8,-1,-15
CCn1ncc(C2=NOC(C(=O)Nc3cccnc3)C2)c1C (stereo not drawn),1.4,-3,13,-8,-24,24,-10,1,4,4
COc1ccccc1-c1nnc(NC(=O)CSc2nncn2C)s1,-0.1,3,-7,-1,3,-3,54*,9,1,-39
